Pemphigus Ab inh – blocks pemphigus antibody binding to human desmoglein-3; P32926; DSG3-coupled beads, scFv-anti-DSG3-GFP binding, flow cytometry; stronger effect = lower value; binding (percent of control), % at 10 µM; 310,000 compounds, 0.48% hits;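 active = binding more than 3 SD below its plate's average and above zero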; note: some compounds called inactive have numbers as strong as hits
HTR5A inv ag – HTR5A inverse agonism, opioid heterodimer counter-screen | P47898 | HTR5A cell line, luminescence | inhibition, % at 9.3 µM | 340,000 compounds, 0.083% hits | AID 504634; in the data active = inhibition mostly above about 23%, no sharp cut-off; inactive = mostly below about 18%;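 note: 0% = cells with DMSO and 100% = no-cell wells with DMSO; some compounds called inactive have numbers as strong as hits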
Target sequence (P47898 whole entry, looked up): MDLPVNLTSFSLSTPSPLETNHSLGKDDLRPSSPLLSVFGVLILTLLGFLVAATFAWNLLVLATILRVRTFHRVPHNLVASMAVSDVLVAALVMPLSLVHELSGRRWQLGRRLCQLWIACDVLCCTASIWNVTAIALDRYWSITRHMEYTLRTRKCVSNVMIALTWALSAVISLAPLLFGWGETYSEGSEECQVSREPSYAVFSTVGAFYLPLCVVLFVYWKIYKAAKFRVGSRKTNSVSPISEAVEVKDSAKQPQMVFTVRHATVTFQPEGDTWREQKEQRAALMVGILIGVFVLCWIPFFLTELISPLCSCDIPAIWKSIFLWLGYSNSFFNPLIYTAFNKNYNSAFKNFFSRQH
MOR-DOR inv ag – inverse agonist of human OPRM1-OPRD1 heterodimerization. inhibition, % at 9.3 µM. cell-based MOR-DOR heterodimer luminescence, inverse agonism. 340,000 compounds, 0.21% hits. AID 504357; in the data active = inhibition above about 22%, passing the limit was not always enough;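 note: 0% = cells with DMSO and 100% = wells without cells with DMSO; values of inactives mirror those of a sister screen read the other way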
Target sequence (P35372 whole entry, looked up): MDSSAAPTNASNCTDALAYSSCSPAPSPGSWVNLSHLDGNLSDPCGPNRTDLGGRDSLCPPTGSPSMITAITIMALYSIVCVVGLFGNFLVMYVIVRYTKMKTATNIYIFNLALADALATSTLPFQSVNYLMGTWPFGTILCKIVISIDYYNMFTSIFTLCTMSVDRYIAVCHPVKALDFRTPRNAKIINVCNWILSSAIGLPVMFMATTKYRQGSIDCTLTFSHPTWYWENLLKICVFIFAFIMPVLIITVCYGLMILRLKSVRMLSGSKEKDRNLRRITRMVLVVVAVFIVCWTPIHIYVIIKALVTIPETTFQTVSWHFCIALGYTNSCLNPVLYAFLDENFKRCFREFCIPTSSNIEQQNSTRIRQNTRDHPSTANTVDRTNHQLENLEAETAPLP
Target sequence (P41143 whole entry, looked up): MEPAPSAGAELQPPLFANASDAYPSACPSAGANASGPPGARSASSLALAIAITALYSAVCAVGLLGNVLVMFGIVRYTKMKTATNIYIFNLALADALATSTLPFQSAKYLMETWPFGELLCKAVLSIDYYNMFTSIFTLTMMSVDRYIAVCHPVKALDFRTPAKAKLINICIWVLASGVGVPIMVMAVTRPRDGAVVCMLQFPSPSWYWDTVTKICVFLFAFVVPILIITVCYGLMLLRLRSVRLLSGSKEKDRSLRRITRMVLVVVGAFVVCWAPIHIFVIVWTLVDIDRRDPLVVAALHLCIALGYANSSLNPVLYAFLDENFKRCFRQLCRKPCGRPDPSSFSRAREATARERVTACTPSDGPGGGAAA
AddAB inh – less growth of phage-infected E. coli with AddAB; E. coli expressing H. pylori AddAB, absorbance growth; inhibition, % at 11.9 µM; 330,000 compounds, 0.29% hits; in the data active = inhibition above about 12%;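 note: 0% = vehicle wells of infected cells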
SUMO Mot1 rescue – SUMOylation pathway inhibition by Mot1-301 growth rescue. growth rescue, % at 18.8 µM. S. cerevisiae Mot1-301 growth rescue, ATP luminescence, 38.5C; percent above DMSO median, 100 means doubled. AID 2716. 320,000 compounds, 1% hits;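 active = every valid replicate shows activation above 250% relative to neutral control wells; inactive = the rest, any valid replicate at or below 250%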;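 note: OY570 slx delta 5 strain wells were the positive control but not used for scaling; some compounds called inactive have numbers as strong as hits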
phage Ecoli inh – E. coli growth loss with phage present; growth absorbance; inhibition, % at 11.9 µM; 360,000 compounds, 0.26% hits; AID 651602; in the data active = inhibition above about 11%
Ecoli viability – reduces bacterial viability in AddAB counter-screen; AID 449728; 330,000 compounds, 0.27% hits; E. coli V3065 growth, OD600 absorbance, 18 h; inhibition, % at 11.9 µM;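 active = inhibition above the campaign's mean inhibition across all tested compounds plus 3 SD, cut at about 9.9% in these data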;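 note: uninfected addAB+ strain grown without phage in ampicillin broth; 0% = DMSO wells and 100% = ciprofloxacin 0.95 µg/ml wells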
PfHsp90 set2 – growth inhibition of yeast expressing Plasmodium Hsp90. S. cerevisiae expressing PfHsp90, BacTiter-Glo ATP, 48 h; yeast lacking PDR1 and PDR3 efflux regulators. inhibition, % at 9.4 µM. 310,000 compounds, 0.32% hits. AID 504621;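 active = every replicate shows inhibition above about 80%, whatever the replicate mean, limit read from the data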;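 note: 0% = DMSO neutral controls and 100% = 20 µM radicicol positive controls; yeast relying on Plasmodium falciparum Hsp90 in place of its own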
MOR-DOR ag – agonists of human mu-delta opioid receptor heterodimerization. activation, % at 9.3 µM. cells, OPRM1-OPRD1 heterodimerization, luminescence. AID 504326. 340,000 compounds, 0.3% hits; in the data active = activation above about 18%;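 note: 0% = vehicle-treated cells and 100% = reference agonist; values of inactives mirror those of a sister screen read the other way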
HTR5A ag ctr – counter-screen for OPRM1-OPRD1 agonists: human HTR5A agonism. P47898. HTR5A agonist assay, luminescence, cell-based. activation, % at 9.3 µM. 340,000 compounds, 0.61% hits. AID 504692; in the data active = activation mostly above about 9.5%, no sharp cut-off; inactive = mostly below about 7.6%;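 note: 0% = cells with vehicle only and 100% = reference agonist; strong numbers were not always called active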
PKA-R1A act – PKA-R1A complex activation; P00514+P68181; PKA-R1A dissociation, Cy5-IP20 fluorescence polarization; scaled: DMSO 0%, 113 µM cGMP 100%; activation, % at 11.4 µM; 340,000 compounds, 0.083% hits; AID 504707;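 active = percent activation above the mean of all tested compounds plus 3 SD, cut at about 19% in these data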;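 note: higher means more PKAc released from R1A so a rise in polarization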
Starred values were filed as active, the others as inactive.

For Cc1[nH]n(-c2ccc(Br)cc2)c(=O)c1C=Nc1ccc(S(=O)(=O)Nc2nccs2)cc1 the results were Pemphigus Ab inh 119.9, HTR5A inv ag 14.6, MOR-DOR inv ag 17.1, AddAB inh 11.1, SUMO Mot1 rescue -0.8, phage Ecoli inh 9.9, Ecoli viability 4.8, PfHsp90 set2 -21.3, MOR-DOR ag -3.2, HTR5A ag ctr 3.5 and PKA-R1A act -9.6.
`O=C(OCCN1C(=O)c2ccccc2C1=O)Oc1ccccc1` gave Pemphigus Ab inh 100.1, HTR5A inv ag 8.3, MOR-DOR inv ag 14.3, AddAB inh 2.1, SUMO Mot1 rescue -0.1, phage Ecoli inh 1.7, Ecoli viability -0.5, PfHsp90 set2 3.4, MOR-DOR ag -2.8, HTR5A ag ctr -2.2 and PKA-R1A act -21.8.
Cc1ccc(NC(=O)CSc2n[nH]c(=O)n2C2CC2)cc1S(=O)(=O)N1CCOCC1 was read as Pemphigus Ab inh 99.0, HTR5A inv ag 2.0, MOR-DOR inv ag 3.3, AddAB inh 2.6, SUMO Mot1 rescue 2.3, phage Ecoli inh 2.4, Ecoli viability 0.3, PfHsp90 set2 11.5, MOR-DOR ag -0.6, HTR5A ag ctr -0.6 and PKA-R1A act -8.0.
Screening Cc1ccc(OCC(=O)NNC(=S)NC(=O)C2CCCCC2)c(C)c1 returned Pemphigus Ab inh 105.4, HTR5A inv ag -2.5, MOR-DOR inv ag 11.4, AddAB inh -1.0, SUMO Mot1 rescue -22.5, Ecoli viability -2.8, PfHsp90 set2 60.0, MOR-DOR ag -2.8, HTR5A ag ctr 1.0 and PKA-R1A act 0.7.
For CCC/C(O)=C1\C(=O)CC(C)(C)CC1=Nc1ccccc1O the results were Pemphigus Ab inh 97.2, HTR5A inv ag 7.4, MOR-DOR inv ag 15.4, AddAB inh 2.7, SUMO Mot1 rescue 402.9, phage Ecoli inh 2.2, Ecoli viability -0.7, PfHsp90 set2 -27.0, MOR-DOR ag -3.0, HTR5A ag ctr -2.8 and PKA-R1A act -7.3.
`Cc1ccc(N(CC(O)CN2C(=O)NC(C)(C)C2=O)S(=O)(=O)c2ccc(C)cc2)cc1` (centres undefined) gave Pemphigus Ab inh 99.2, HTR5A inv ag -4.0, MOR-DOR inv ag 12.5, AddAB inh 2.8, SUMO Mot1 rescue 6.6, phage Ecoli inh 1.6, Ecoli viability 0.3, PfHsp90 set2 -4.7, MOR-DOR ag -2.3, HTR5A ag ctr 1.4 and PKA-R1A act -5.6.
`Cc1ccc(/C=N/NC(=O)C(C)Oc2cccc3ccccc23)o1` (centres undefined) gave Pemphigus Ab inh 101.8, HTR5A inv ag 13.4, MOR-DOR inv ag -8.7, AddAB inh 0.7, SUMO Mot1 rescue -6.7, phage Ecoli inh -0.3, Ecoli viability 1.0, PfHsp90 set2 -30.1, MOR-DOR ag 1.6, HTR5A ag ctr 1.3 and PKA-R1A act 3.1.
`CSc1nc2ccc(NS(=O)(=O)c3ccc(Br)s3)cc2s1` gave HTR5A inv ag -15.2, MOR-DOR inv ag 3.7, AddAB inh -0.4, SUMO Mot1 rescue -10.5, phage Ecoli inh 1.5, Ecoli viability 1.4, PfHsp90 set2 -9.2, MOR-DOR ag -0.7, HTR5A ag ctr 1.1 and PKA-R1A act -5.8.
NCCCC[C@H]1CN=C(N)N1CCC12CC3CC(CC(C3)C1)C2 was read as Pemphigus Ab inh 99.1, HTR5A inv ag 6.0, MOR-DOR inv ag 10.0, AddAB inh -0.3, SUMO Mot1 rescue 21.2, phage Ecoli inh 3.5, Ecoli viability -1.1, MOR-DOR ag -1.8, HTR5A ag ctr -4.1 and PKA-R1A act 12.0.
For COc1ccc(-c2nn(-c3ccccc3)cc2/C=N/Nc2ccc(Cl)c(C(=O)O)c2)cc1OC the results were Pemphigus Ab inh 104.0, HTR5A inv ag 7.1, MOR-DOR inv ag 23.4, AddAB inh 1.6, SUMO Mot1 rescue 1.7, phage Ecoli inh 0.6, Ecoli viability 1.0, PfHsp90 set2 0.9, MOR-DOR ag -4.4, HTR5A ag ctr -2.3 and PKA-R1A act -0.1.
`CCOC(=O)c1ccc(N=c2sc(C(=O)OC)cc(=O)n2Cc2ccco2)cc1` gave Pemphigus Ab inh 113.4, HTR5A inv ag -2.6, MOR-DOR inv ag -2.7, AddAB inh -1.7, SUMO Mot1 rescue -17.6, phage Ecoli inh 1.9, Ecoli viability -2.0, PfHsp90 set2 -0.5, MOR-DOR ag 0.5, HTR5A ag ctr 13.8* and PKA-R1A act 4.5.
Screening Cc1ccc(S(=O)(=O)N2CCOCC2)cc1C(=O)Nc1ccccc1F returned Pemphigus Ab inh 116.3, HTR5A inv ag -10.1, MOR-DOR inv ag 14.0, AddAB inh -0.4, SUMO Mot1 rescue -21.2, phage Ecoli inh 1.8, Ecoli viability 0.7, PfHsp90 set2 0.9, MOR-DOR ag -2.5, HTR5A ag ctr 0.2 and PKA-R1A act -3.7.
Screening COC(=O)c1sc2[nH]c(=S)n(N)c(=O)c2c1C returned Pemphigus Ab inh 115.8, HTR5A inv ag 5.9, MOR-DOR inv ag 4.3, MOR-DOR ag -0.9, HTR5A ag ctr -2.4 and PKA-R1A act 0.4.
`COc1ccc(-n2c(Cc3cc(=O)[nH]c(=O)[nH]3)nnc2SCC(=O)Nc2cc(C(F)(F)F)ccc2Cl)cc1` gave Pemphigus Ab inh 109.1, HTR5A inv ag -3.9, MOR-DOR inv ag -0.7, AddAB inh 0.6, SUMO Mot1 rescue 114.8, phage Ecoli inh 2.9, Ecoli viability -0.7, PfHsp90 set2 -1.4, MOR-DOR ag 0.1, HTR5A ag ctr 1.4 and PKA-R1A act -8.2.
Screening COc1ccccc1NC(=O)N1CCC(c2nnc(SCC(N)=O)n2C)CC1 returned HTR5A inv ag -15.6, MOR-DOR inv ag 11.0, AddAB inh 1.8, SUMO Mot1 rescue 5.4, phage Ecoli inh 3.8, Ecoli viability -0.5, PfHsp90 set2 2.9, MOR-DOR ag -1.8, HTR5A ag ctr 5.8 and PKA-R1A act -8.9.
`CCCS(=O)(=O)N1CCC(C(=O)NCCCN(CC)c2cccc(C)c2)CC1` gave Pemphigus Ab inh 109.3, HTR5A inv ag -20.8, MOR-DOR inv ag 2.4, AddAB inh 2.3, SUMO Mot1 rescue -16.6, phage Ecoli inh 3.6, Ecoli viability -1.1, PfHsp90 set2 -3.3, MOR-DOR ag -0.4, HTR5A ag ctr 2.3 and PKA-R1A act 0.2.
For CCOc1ccc(Cc2nnc(N)s2)cc1OCC the results were Pemphigus Ab inh 104.0, HTR5A inv ag -0.5, MOR-DOR inv ag 12.3, AddAB inh 2.5, SUMO Mot1 rescue -5.0, phage Ecoli inh 1.1, Ecoli viability -2.1, PfHsp90 set2 -4.6, MOR-DOR ag -3.0, HTR5A ag ctr 2.5 and PKA-R1A act -7.1.
COc1ccc(-n2cnnc2SCc2ncc(-c3ccccc3)o2)cc1 was read as Pemphigus Ab inh 95.4, HTR5A inv ag -7.5, MOR-DOR inv ag 10.7, AddAB inh -1.3, SUMO Mot1 rescue -15.9, phage Ecoli inh 5.0, Ecoli viability -1.5, MOR-DOR ag -1.8, HTR5A ag ctr -0.1 and PKA-R1A act -6.5.
Screening Cn1c(C(=O)NCc2cccs2)cc2c(=O)n(C)c3ccccc3c21 returned Pemphigus Ab inh 104.5, HTR5A inv ag 4.7, MOR-DOR inv ag 6.9, AddAB inh 4.6, SUMO Mot1 rescue 51.9, phage Ecoli inh 3.3, Ecoli viability 0.3, PfHsp90 set2 11.6, MOR-DOR ag -1.4, HTR5A ag ctr -1.7 and PKA-R1A act -8.9.
Screening COc1ccc(N(C(=O)Cn2nnc3ccccc32)C(C(=O)NCc2ccco2)c2ccc(C)o2)cc1 (centres undefined) returned Pemphigus Ab inh 104.4, HTR5A inv ag -18.7, MOR-DOR inv ag 14.5, AddAB inh 2.2, SUMO Mot1 rescue 0.8, phage Ecoli inh 2.4, Ecoli viability -2.0, PfHsp90 set2 -30.4, MOR-DOR ag -3.5, HTR5A ag ctr 5.9 and PKA-R1A act 10.1.
Screening CCc1noc(C)c1C(=O)Nc1nc(-c2ccc(NC(C)=O)cc2)cs1 returned Pemphigus Ab inh 108.1, HTR5A inv ag 22.3, MOR-DOR inv ag 4.9, AddAB inh 2.1, SUMO Mot1 rescue 6.8, phage Ecoli inh 1.9, Ecoli viability 1.1, PfHsp90 set2 -18.2, MOR-DOR ag -0.8, HTR5A ag ctr 9.9 and PKA-R1A act -0.2.
Cc1ccnc(NC(=O)CCC(=O)N(Cc2ccco2)C(C(=O)NC(C)C)c2ccc(F)cc2)c1 (centres undefined) was read as HTR5A inv ag 4.0, MOR-DOR inv ag 8.3, AddAB inh 3.7, SUMO Mot1 rescue 498.1, phage Ecoli inh 2.0, Ecoli viability 2.3, PfHsp90 set2 -14.9, MOR-DOR ag -1.2, HTR5A ag ctr 0.4 and PKA-R1A act -4.5.
O=C(CCn1c(=O)oc2ccccc21)NCCCN1CCOCC1 was read as HTR5A inv ag 15.0, MOR-DOR inv ag 5.7, AddAB inh 2.5, SUMO Mot1 rescue 2.4, phage Ecoli inh 2.6, Ecoli viability 1.1, PfHsp90 set2 -5.9, MOR-DOR ag -0.8, HTR5A ag ctr 1.6 and PKA-R1A act 7.2.
O=C(Cc1ccc([N+](=O)[O-])cc1)Nc1ccc2c(c1)CCC2 was read as Pemphigus Ab inh 92.3, HTR5A inv ag 9.7, MOR-DOR inv ag -31.7, AddAB inh 1.2, SUMO Mot1 rescue 1.2, phage Ecoli inh 3.1, Ecoli viability -0.4, PfHsp90 set2 -0.4, MOR-DOR ag 5.1, HTR5A ag ctr -3.5 and PKA-R1A act 12.7.
Screening Cc1onc(-c2ccccc2)c1C(=O)Nc1ccc(Cl)c(S(=O)(=O)N2CCOCC2)c1 returned Pemphigus Ab inh 99.0, HTR5A inv ag 5.2, MOR-DOR inv ag 4.8, AddAB inh 0.3, SUMO Mot1 rescue 2.0, phage Ecoli inh 3.1, Ecoli viability 1.2, MOR-DOR ag -1.2, HTR5A ag ctr 0.6 and PKA-R1A act -0.9.
Screening COc1ccccc1N1CC(C(=O)Nc2ccc(S(=O)(=O)N3CCOCC3)cc2)CC1=O (centres undefined) returned Pemphigus Ab inh 96.3, HTR5A inv ag 11.4, MOR-DOR inv ag 16.1, AddAB inh 0.0, phage Ecoli inh 5.1, Ecoli viability -1.9, PfHsp90 set2 23.9, MOR-DOR ag -3.0, HTR5A ag ctr -3.2 and PKA-R1A act -18.9.
Screening CCOc1ccc(C2/C(=C(\O)c3ccc4c(c3)OCCO4)C(=O)C(=O)N2Cc2cccnc2)cc1OCC (centres undefined) returned Pemphigus Ab inh 99.3, HTR5A inv ag 18.1, MOR-DOR inv ag 26.4, AddAB inh 2.7, SUMO Mot1 rescue -10.5, phage Ecoli inh 2.2, Ecoli viability 0.6, PfHsp90 set2 -5.0, MOR-DOR ag -5.3, HTR5A ag ctr 1.1 and PKA-R1A act -7.0.
For CC(=O)c1ccc(N2CCN(S(=O)(=O)c3ccccc3)CC2)c(F)c1 the results were Pemphigus Ab inh 102.6, HTR5A inv ag 7.1, MOR-DOR inv ag 12.3, AddAB inh 3.1, SUMO Mot1 rescue -1.7, phage Ecoli inh 4.0, Ecoli viability -1.3, PfHsp90 set2 3.8, MOR-DOR ag -2.4, HTR5A ag ctr -2.6 and PKA-R1A act 6.3.

Screening results as filed in PubChem.

Outcome played no part in choosing rows; any-hit rate near 3.2%.
